Screens as filed in PubChem.
NadD block: blocks S. aureus nicotinate mononucleotide adenylyltransferase; actives 0.78% (n = 360,000); purified NadD enzyme, colorimetric absorbance read-out; inhibition, % at 20 µM; in the data active = inhibition above about 26%; note: some compounds past the cut are filed as inactive
Scp-1 inhibitor: Scp-1 (human) phosphatase inhibition | Recombinant Scp1, phosphopeptide, malachite green phosphate absorbance | inhibition, % at 20 µM | actives 0.88% (n = 340,000) | AID 493091;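 active = inhibition above about 50% at 20 µM, limit read from the data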;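 note: plate controls were DMSO wells with enzyme for no effect and wells lacking enzyme for full effect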
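System: truncated SCP-1 phosphatase (76-261aa); medium: Tris acetate buffer pH 5.5 with MgCl2 and Tween-20; incubation: 45 min room-temperature reaction, 5 min colour, 30 min stabiliser; compound: single 20 µM dose, 1% DMSO; reagent: Phosphorylated 17-residue peptide substrate; read-out: % inhibition at 20 µM; technique: colorimetric free-phosphate detection, absorbance 630 nm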
Neddyl block: blocks human cullin neddylation. actives 0.58% (n = 360,000). P61081+Q13564. calls only at 25 µM. TR-FRET cullin neddylation, biochemical; in the data active = inhibition above about 36%
Target sequence (P61081 whole entry, looked up): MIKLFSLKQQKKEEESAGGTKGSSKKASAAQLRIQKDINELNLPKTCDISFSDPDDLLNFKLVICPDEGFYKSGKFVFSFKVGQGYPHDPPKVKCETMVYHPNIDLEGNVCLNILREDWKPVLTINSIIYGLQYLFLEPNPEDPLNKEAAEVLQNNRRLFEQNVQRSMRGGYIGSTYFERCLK
Target sequence (Q13564 whole entry, looked up): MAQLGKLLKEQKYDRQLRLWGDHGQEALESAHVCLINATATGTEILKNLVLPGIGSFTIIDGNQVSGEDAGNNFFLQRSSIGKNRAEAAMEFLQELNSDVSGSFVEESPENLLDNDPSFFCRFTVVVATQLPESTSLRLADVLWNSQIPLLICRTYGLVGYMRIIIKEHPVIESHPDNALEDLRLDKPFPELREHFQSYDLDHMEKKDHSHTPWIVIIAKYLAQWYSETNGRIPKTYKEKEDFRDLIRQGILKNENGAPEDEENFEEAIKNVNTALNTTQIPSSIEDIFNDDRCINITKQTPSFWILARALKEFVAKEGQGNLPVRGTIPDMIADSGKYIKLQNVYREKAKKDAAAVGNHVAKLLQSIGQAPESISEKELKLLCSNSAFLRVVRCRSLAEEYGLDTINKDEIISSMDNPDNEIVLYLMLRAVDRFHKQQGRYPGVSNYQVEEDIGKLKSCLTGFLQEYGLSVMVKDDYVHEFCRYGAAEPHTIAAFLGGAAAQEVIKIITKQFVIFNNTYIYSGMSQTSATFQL
CSN inh: inhibitors of human CSN-mediated cullin deneddylation | inhibition, % at 12.5 µM | Purified CSN, SCF-Nedd8-OG deneddylation, fluorescence polarization | actives 0.38% (n = 360,000);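 active = pattern-corrected inhibition above about 35%, with an unprinted fluorescence ratio check between 0.5 and 1.5, limit read from the data, passing the limit was not always enough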;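 note: 0% = enzyme with substrate and 100% = substrate without enzyme; some results filed as inactive read as strong as hits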
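Assay system: HEK293T-derived human Csn5 enzyme; quantity: 0.24 nM enzyme; medium: Tris/NaCl/DTT buffer, pH 7.5; also added: substrate SCFSkp2-Nedd8OG, 10 nM; doses: 12.5 µM compound; schedule: 90 min reaction at room temperature; signal: FP; read-out: % inhibition of substrate cleavage by Csn5; benchmarks: substrate-only high control, full reaction low control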
Rin1-Abl PPI inh: inhibitors of human Rin1-Abl protein interaction. P00519+Q13671. TR-FRET Rin1/Abl binding, biochemical. AID 588664. inhibition, % at 7.35 µM. actives 0.4% (n = 360,000); in the data active = inhibition above about 5%, passing the limit was not always enough
Rpn11 block: Rpn11 (human) deubiquitinase inhibition. human 26S proteasome, Ub4-pepOG fluorescence polarization; 20S core pre-blocked with epoxomicin. calls only at 20 µM. actives 0.59% (n = 360,000). AID 588493;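 active = inhibition at 20 µM, scaled to each plate's controls, above about 33%, limit read from the data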
DNMT1 block: blocks human DNA methyltransferase DNMT1 | P26358 | DNMT1 molecular beacon, Hinp1I cleavage, fluorescence | inhibition (reported as % activation of signal), % at 10 µM | actives 0.83% (n = 360,000) | AID 588458; in the data active = inhibition above about 50%
SUMO1 PPI mod: modulators of human SUMO1-mediated protein-protein interactions. P63165. SUMO1 binding to a labelled peptide, TR-FRET, 1 h. inhibition, % at 20 µM. actives 0.33% (n = 360,000). AID 602429; in the data active = inhibition above about 37%
STEP block: STEP (human) phosphatase inhibition. recombinant STEP, OMFP fluorogenic substrate, fluorescence. inhibition, % at 20 µM. actives 0.25% (n = 360,000). AID 588621;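 active = inhibition at 20 µM, scaled per plate between control wells, above about 37%, limit read from the data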;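 note: 0% = DMSO with enzyme and substrate and 100% = substrate only without enzyme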
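Assay system: isolated STEP enzyme. Buffer or medium: pH 6.0 Bis-Tris with DTT and Tween 20. Also added: fluorogenic phosphatase substrate OMFP at 25 µM final. Dosing: 20 µM, 1% DMSO. Timing: 20 min reaction, room temperature, in the dark. Measured by: fluorescence intensity, excitation 480 nm, emission 540 nm. Evaluation: normalized % inhibition.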
LMPTP inh: LMPTP (human) inhibition; actives 0.22% (n = 360,000); inhibition, % at 20 µM; recombinant LMPTP-A, OMFP fluorogenic substrate, fluorescence intensity; P24666;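 active = compounds that cut the enzyme signal by at least half of the control window in the single-dose screen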;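 note: plate controls were DMSO wells with enzyme plus substrate for no effect and substrate without enzyme for full effect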
Target sequence (P24666 whole entry, looked up): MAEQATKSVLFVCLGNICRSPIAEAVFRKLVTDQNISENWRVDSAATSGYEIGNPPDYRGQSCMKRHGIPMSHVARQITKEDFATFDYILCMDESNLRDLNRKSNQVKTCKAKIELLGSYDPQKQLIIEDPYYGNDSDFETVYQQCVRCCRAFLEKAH
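Assay system: LMPTP-A phosphatase enzyme | Input: 0.625 nM enzyme | Also added: Fluorogenic phosphatase substrate OMFP at 400 µM final | Compound dosing: One test concentration per compound, 20 µM, with 3% DMSO overall | Schedule: 50 min enzyme reaction at room temperature, protected from light | Signal: Fluorescence intensity | Benchmarks: no-enzyme and uninhibited controls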
Numbers without * were called inactive; i = inactive; x = not tested or not shown.

Structure	NadD block	Scp-1 inhibitor	Neddyl block	CSN inh	Rin1-Abl PPI inh	Rpn11 block	DNMT1 block	SUMO1 PPI mod	STEP block	LMPTP inh
Cc1cc(C)n2c(Nc3ccc4c(c3)OCCO4)c(C(C)C)nc2n1	-3	x	i	0	x	x	x	0	x	0.2
Cc1cc(O)ccc1NC1=CC(=O)CC(C)(C)C1	1	-2	i	-5	1	i	2	2	-3	-0.9
COc1ccc(CC(=O)Nc2cccc3ncccc23)cc1OC	-6	-5	i	1	1	i	-3	-1	0	-0.9
CC(NC(=O)COc1ccc(/C=N/NC(=O)CO)cc1)c1ccccc1 (configuration not stated)	-2	-6	i	4	0	i	4	4	-3	-0.8
COc1ccc(CCC(=O)Nc2ccc3c(c2)OCO3)cc1	-2	-3	i	1	2	i	-12	-1	3	1.5
CC(C)C1Cc2[nH]c(=O)c(C(=O)O)cc2CO1 (configuration not stated)	-2	-1	i	3	-2	i	2	-4	-19	-2.0
COc1ccc(C(=O)c2[nH]c(N)c(C(=O)NCCc3c[nH]c4ccccc34)c2-c2ccc(Cl)cc2)cc1	25	x	i	0	x	x	x	-4	x	1.9
Cc1ccc(C)c(S(=O)(=O)Nc2ccc(C(=O)NCC(c3ccco3)N3CCCCC3)cc2)c1 (configuration not stated)	-4	-3	i	0	4	i	-3	4	-2	-0.5
O=C(Cc1ccccc1F)Nc1nc2ccccc2[nH]1	-10	4	i	3	-2	i	1	4	4	-1.0
Cc1ccccc1CSc1nnc(NC(=O)C2COc3ccccc3O2)s1 (configuration not stated)	8	-13	i	3	-1	i	2	10	-1	1.7
COc1ccc(NC(=O)N(C)C[C@H]2Oc3c(NC(=O)c4ccncc4)cccc3C(=O)N([C@H](C)CO)C[C@@H]2C)cc1	2	61*	i	3	1	i	16	1	-4	-0.3
Nc1cc(Cc2ccccc2)ccc1O	3	2	i	12	5	i	2	-10	-2	2.3
COc1cccc(CNC(=O)CCn2ccc3cc(S(=O)(=O)N4CCC(C)CC4)ccc32)c1	-7	-11	i	5	2	i	-2	-2	0	1.5
Cc1cc(C)cc(-n2nnc3ccccc3c2=O)c1	-4	x	i	0	3	i	4	-7	3	-0.5
COc1cc(C(=O)OCC(=O)Nc2sccc2C(N)=O)cc(OC)c1OC	-3	-6	i	13	-3	i	-7	6	0	4.4
CC(=O)C[C@@H](O)CC(=O)[C@H]1OC(=O)CC/C=C\Cc2ccccc21	-1	-6	i	-4	-1	i	2	-1	1	-0.6
CN(Cc1ccccc1)C(=S)NC(=O)c1cccs1	-9	-12	i	2	0	i	-1	-1	4	-0.2
O=S1(=O)N=C2CCCN2C(c2ccc(F)cc2)N1 (configuration not stated)	2	-5	i	-1	0	i	-1	6	3	-0.4
COc1ccc2c(c1)Cc1sc(NC(=O)c3cccnc3)nc1-2	2	-7	i	18	4	i	-19	2	9	1.3
COc1ccc(C(C(=O)NC2CCCC2)N(C(=O)c2snc(-c3ccc(F)cc3)c2N)c2ccc(F)cc2)cc1 (configuration not stated)	14	-2	i	4	-1	i	26	2	5	-1.4
COc1ccc(OC)c(/C=N\NC(=O)CC(=O)NCCc2ccccc2)c1	-5	-2	x	-6	0	i	2	-3	0	0.8
Cc1noc(C)c1CC(=O)NC1CC(C)(C)Cc2c1cnn2-c1ccccc1 (configuration not stated)	1	-4	i	-2	1	i	1	0	-2	-0.7
CCCc1cc(-c2nc(-c3ccc(C)cc3)cs2)ccn1	10	10	i	1	2	i	0	-13	0	7.3
CCN(CC)c1ccc2cc(C(C)=O)c(=O)oc2c1	-1	-8	i	97	-43	x	27	-19	-19	1.9
COc1cccc(N/C(SC)=C(/C#N)C(N)=O)c1	7	2	i	2	-3	i	-1	29	1	-0.9

Complete entries as entered above. Screens in order: NadD block, Scp-1 inhibitor, Neddyl block, CSN inh, Rin1-Abl PPI inh, Rpn11 block, DNMT1 block, SUMO1 PPI mod, STEP block, LMPTP inh
CC(C)C1Cc2[nH]c(=O)c(C(=O)O)cc2CO1 (configuration not stated) across the screens: -2, -1, i, 3, -2, i, 2, -4, -19, -2.0
Nc1cc(Cc2ccccc2)ccc1O across the screens: 3, 2, i, 12, 5, i, 2, -10, -2, 2.3
COc1ccc(CC(=O)Nc2cccc3ncccc23)cc1OC across the screens: -6, -5, i, 1, 1, i, -3, -1, 0, -0.9

Gathered by group, those above containing a thiophene ring, fused or not (2)
Structure	NadD block	Scp-1 inhibitor	Neddyl block	CSN inh	Rin1-Abl PPI inh	Rpn11 block	DNMT1 block	SUMO1 PPI mod	STEP block	LMPTP inh
COc1cc(C(=O)OCC(=O)Nc2sccc2C(N)=O)cc(OC)c1OC	-3	-6	i	13	-3	i	-7	6	0	4.4
CN(Cc1ccccc1)C(=S)NC(=O)c1cccs1	-9	-12	i	2	0	i	-1	-1	4	-0.2

Following part.
Structure	NadD block	Scp-1 inhibitor	Neddyl block	CSN inh	Rin1-Abl PPI inh	Rpn11 block	DNMT1 block	SUMO1 PPI mod	STEP block	LMPTP inh
COc1cccc(CNC(=S)Nc2cccc(Cl)c2C)c1	0	-8	i	1	0	i	1	3	1	-1.0
O=c1nc(N2CCCC2)nc(N2CCCC2)[nH]1	2	3	i	3	1	i	1	1	-3	-0.6
CCCCN1CC(N2CCN(Cc3cccc(C)c3)CC2)CS1(=O)=O (configuration not stated)	0	x	i	-4	3	i	1	6	-4	-1.1
CC(C)(C)c1ccc(NC(=O)CN2C(=O)NC(C)(C3CC3)C2=O)cc1 (configuration not stated)	-2	-7	i	-1	0	i	3	3	-2	0.1
CC(C)c1ccc(NC2CCCN(C(=O)c3ccc4nccnc4c3)C2)cc1 (configuration not stated)	-10	9	i	-2	2	i	0	-7	0	-1.7
CCOC(=O)c1c(NC(=O)COC(=O)CCCOc2ccc(OC)cc2)sc(C(=O)NC)c1C	-8	-8	i	-3	2	i	-1	-1	3	-0.5
Cc1ncc(CN2CCN(CCC(C)C)C(CCO)C2)s1 (configuration not stated)	-4	-3	i	4	1	i	2	2	1	-1.8
COCCNC(C)C(=O)Nc1ccc(Br)cc1 (configuration not stated)	1	-2	i	3	0	i	1	-2	-2	-0.4
COc1ccc(NC(=O)CN(c2ccccc2)S(=O)(=O)c2ccccc2)c(OC)c1	-10	1	i	2	-1	i	-3	23	0	0.9
O=C1c2ccccc2C(=O)N1c1cccc(-c2nc3ccccc3o2)c1	-5	4	i	-9	1	i	11	11	1	1.4
CCN(CC)S(=O)(=O)c1ccc(NC2c3ccccc3C(=O)N2Cc2ccc3c(c2)OCO3)cc1 (configuration not stated)	2	16	i	-3	1	i	-1	1	0	2.2
COC(=O)CN1C(=O)C(O)(CC(=O)c2ccc(C)cc2)c2cc(Br)ccc21 (configuration not stated)	-3	-6	i	-3	-2	i	2	1	-1	-0.3
Cc1c(C#N)c2n(c1C)CCCC(=O)N2	2	x	i	0	5	i	2	5	0	-0.4
O=C(/C=C/c1ccc2c(c1)OCCCO2)c1ccc2ccccc2c1O	-6	-21	x	0	-3	i	-7	1	2	3.8
COc1ccc(NS(=O)(=O)c2ccc(Cl)c(NC(=O)c3ccccc3F)c2)cc1	-6	-5	i	7	3	i	1	27	-1	2.9
CC(C)C(=O)N1CCCC1(C)C(=O)Nc1ccc2c(c1)OCO2 (configuration not stated)	-5	x	i	-1	1	i	-2	-1	-2	-1.5
CCOc1cc(/C=C(/C#N)C(=O)Nc2ccc(OC)cc2)ccc1OCc1ccc(C(=O)O)cc1	-6	14	i	2	-1	i	4	9	23	80*
CCN(CC(=O)NC1CCS(=O)(=O)C1)S(=O)(=O)c1cc(C)ccc1C (configuration not stated)	1	-3	i	-1	-2	i	1	-3	-1	-0.3
Cc1cc(NC(=O)C2CC(c3ccc(F)cc3)=NO2)n(-c2ccccc2)n1 (configuration not stated)	-2	-16	i	2	-2	i	1	2	-5	-1.7
Cc1cc2c(cc1S(=O)(=O)NCc1ccccc1Cl)OCCN2C	-3	-11	i	-4	2	i	1	3	-1	0.7
COc1ccc(C(=O)Nc2nc3ccccc3s2)c(OC)c1	-8	-5	i	0	-6	i	-7	10	3	2.0
COc1ccc(C(=O)NNC(=O)CSc2nnc(COc3ccc4ccccc4c3)n2C)cc1	10	4	i	-2	-1	i	3	0	0	-1.2
NC(=O)c1ccc(N2CCCC2)nc1	0	-10	i	2	0	i	-1	2	-2	-0.8

Individual results from above:
CSN inh, `CCN(CC)S(=O)(=O)c1ccc(NC2c3ccccc3C(=O)N2Cc2ccc3c(c2)OCO3)cc1` (configuration not stated) → -3
Scp-1 inhibitor, `CCN(CC(=O)NC1CCS(=O)(=O)C1)S(=O)(=O)c1cc(C)ccc1C` (configuration not stated) → -3
STEP block, `COc1ccc(C(=O)Nc2nc3ccccc3s2)c(OC)c1` → 3
